# Screening results: PubChem BioAssay, several laboratories
# HTR5A inv ctr – HTR5A inverse agonism, opioid heterodimer counter-screen; P47898; HTR5A cell line, luminescence; inhibition, % at 9.3 µM; 0.083% of 340,000 active; AID 504634; in the data active means inhibition mostly above about 23%, no sharp cut-off; inactive means mostly below about 18%;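 further: 0% = cells with DMSO and 100% = no-cell wells with DMSO; some compounds called inactive have numbers as strong as hits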
# Target sequence (P47898 whole entry, looked up): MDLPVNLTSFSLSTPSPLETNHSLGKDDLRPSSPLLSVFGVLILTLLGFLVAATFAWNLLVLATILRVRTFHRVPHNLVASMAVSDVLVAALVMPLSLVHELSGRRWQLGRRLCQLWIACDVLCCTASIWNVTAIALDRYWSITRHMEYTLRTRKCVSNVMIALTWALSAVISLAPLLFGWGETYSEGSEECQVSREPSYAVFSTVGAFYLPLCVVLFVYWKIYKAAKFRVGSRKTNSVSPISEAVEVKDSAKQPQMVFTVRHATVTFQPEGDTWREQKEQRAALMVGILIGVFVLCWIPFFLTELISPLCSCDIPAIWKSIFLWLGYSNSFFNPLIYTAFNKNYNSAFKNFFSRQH
# PvdQ inh – P. aeruginosa PvdQ acylase inhibition; purified PvdQ acylase, fluorescence plate reader; inhibition, % at 10 µM; 0.063% of 340,000 active; AID 488965; in the data active means inhibition above about 30%, passing the limit was not always enough; inconclusive means no clear call, values can overlap the other calls;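 further: 0% = vehicle neutral wells and 100% = reference inhibitor wells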
# dFosB activator – mouse delta FosB homodimer activation; P13346; purified delta FosB, TAMRA-CDK5 oligo fluorescence polarization; percent of positive-control signal above neutral wells; 0.99% of 340,000 active; activation, % at 25 µM;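 active means mean activation above about 17%, with every replicate also reaching it, limit read from the data, passing the limit was not always enough; inconclusive means only one of the two conditions met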;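 further: fluorescence polarization rise as delta FosB binds a TAMRA Cdk5 AP-1 oligo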
# SR-BI DiI inh – blocks mouse SR-BI lipid uptake from DiI-HDL; Q61009; ldlA[mSR-BI] CHO cells, DiI-HDL uptake fluorescence, 3 h; inhibition, % at 12.5 µM; 0.96% of 320,000 active; AID 488896;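 active means mean replicate inhibition of at least 70% and a set share of replicates each scoring 70 or more; inconclusive means meets just one of the two criteria; inactive means fails both criteria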;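 further: 0% = median of neutral control wells and 100% = median of positive control wells; values of inactives mirror those of a sister screen read the other way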
# Target sequence (Q61009 whole entry, looked up): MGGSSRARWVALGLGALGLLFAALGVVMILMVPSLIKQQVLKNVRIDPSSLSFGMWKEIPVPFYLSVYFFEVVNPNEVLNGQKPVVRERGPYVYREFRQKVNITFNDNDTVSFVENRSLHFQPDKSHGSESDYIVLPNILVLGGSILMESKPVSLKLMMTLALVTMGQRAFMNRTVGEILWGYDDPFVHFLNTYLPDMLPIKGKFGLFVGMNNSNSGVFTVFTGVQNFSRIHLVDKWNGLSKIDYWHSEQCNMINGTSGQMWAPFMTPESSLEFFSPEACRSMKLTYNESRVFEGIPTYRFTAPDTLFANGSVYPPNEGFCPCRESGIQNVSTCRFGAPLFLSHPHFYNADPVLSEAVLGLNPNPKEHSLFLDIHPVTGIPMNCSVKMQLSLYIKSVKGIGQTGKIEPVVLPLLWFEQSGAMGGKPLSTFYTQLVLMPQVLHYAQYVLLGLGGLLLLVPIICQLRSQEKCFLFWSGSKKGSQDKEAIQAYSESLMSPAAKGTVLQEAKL
# V-ATPase pH – alters yeast V-ATPase proton transport. S. cerevisiae, pHLuorin cytosolic pH fluorescence. response, % at 10 µM. 0.37% of 350,000 active; in the data active means response mostly above about 7.3%, no sharp cut-off; inactive means mostly below about 5.4%; further: actives read high; inactives centre near 0; some compounds called inactive have numbers as strong as hits; reference of the scale not given here
# Wnt bcat act – activators of Wnt/beta-catenin signaling; Wnt/beta-catenin reporter cell assay, activator, plate reader; activation, % at 9.35 µM; 1.2% of 300,000 active; AID 743398; in the data active means activation above about 30%, passing the limit was not always enough; inconclusive means no clear call, values can overlap the other calls;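 further: 0% = neutral control wells and 100% = positive control wells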
# MITF act – MITF TRPM1 promoter activation in melanoma cells; SK-MEL-5 TRPM1-promoter luciferase, 24 h; % of positive control, neutral wells = 0; activation, % at 12.5 µM; 0.75% of 300,000 active;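 active means mean activation of at least 80% with every replicate also reaching 80%; inconclusive means mean reaches 80% but some replicate falls short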;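 further: 0% = neutral control wells and 100% = parthenolide positive control wells; values of inactives mirror those of a sister screen read the other way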
# NSD2 inh – blocks human histone methyltransferase NSD2; O96028; NSD2 peptide methylation, AlphaScreen, 120 min; inhibition, % at 12.5 µM; 0.54% of 310,000 active; AID 743445; in the data active means inhibition above about 50%
# HTR5A ag ctr – activates human HTR5A in OPRM1-OPRD1 agonist counter-screen; HTR5A agonist assay, luminescence, cell-based; 0.61% of 340,000 active; P47898; activation, % at 9.3 µM; in the data active means activation mostly above about 9.5%, no sharp cut-off; inactive means mostly below about 7.6%;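 further: 0% = cells with vehicle only and 100% = reference agonist; strong numbers were not always called active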
# CDK5 inh – inhibitors of human CDK5/p35 kinase. 0.01% of 330,000 active. Q00535+Q15078. inhibition, % at 10 µM. Recombinant CDK5/p35, ADP-Glo luminescence, 60 min;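 active means highest replicate inhibition of at least 50% and at least 75% of replicates reaching 50%; inconclusive means only one of the two criteria met; inactive means both criteria failed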;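 further: plate controls were DMSO neutral control for no effect and GW8510 at 10 µM for full effect; many of its hits are not listed in these tables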
# * hit, by the source's call; u = inconclusive; x = not tested or not shown; & = joins results of further samples. Compounds were not picked by outcome; about 5% have a hit in one of these screens.
SMILES,HTR5A inv ctr,PvdQ inh,dFosB activator,SR-BI DiI inh,V-ATPase pH,Wnt bcat act,MITF act,NSD2 inh,HTR5A ag ctr,CDK5 inh
Cc1cccc(C(c2c(C)nn(-c3ccccc3)c2N)c2c(C)nn(-c3ccccc3)c2N)c1,11,-12,-12,14,-1,-2,-3,3,3,2.2
COc1ccc(N2CCN(C(=O)CSc3ccccc3)CC2)cc1,13,-14,-8,40,0,x,20,4,2,0.0
O=C1COCCOCCOCCOCC(=O)NCCN1,-4,-4,-2,-13,2,-20,-3,2,3,-0.2
Cc1c(C(=O)O)sc2nc(C)n(C)c(=O)c12,-8,7,-1,-22,-2,x,12,1,3,-0.6
O=C(CN1CCCC1)Nc1ccc(NC(=O)Nc2ccccc2)cc1,18,-8,-9,12,-2,x,36,-5,1,2.1
CC(=O)NNC(=O)CCC(=O)Nc1ccccc1,-14,-15,-6,-17,-1,x,5,-1,1,0.1
CS(=O)(=O)N1CCCC(C(=O)Nc2cccc(F)c2)C1 (centres undefined),-14,4,5,-23,2,0,x,0,2,-0.6
CCCN(CCC)CC(O)Cn1c2ccccc2c2ccccc21 (centres undefined),11,-11,-8,-4,1,15,6,7,-4,0.8
Cc1ccc(S(=O)(=O)N2CCCOC2CNC(=O)C(=O)NCc2ccc3c(c2)OCO3)cc1 (centres undefined),-4,0,-6,-3,0,-1,3,1,-3,-1.4
COCCNC(=O)C(=O)NCC1OCCN1S(=O)(=O)c1ccc2c(c1)OCCO2 (centres undefined),6,-12,-2,x,-2,-2,-3,-4,-2,-0.1
CCN(C1CCS(=O)(=O)C1)S(=O)(=O)c1ccc2ccccc2c1 (centres undefined),-20,-7,-4,-16,0,0,-6,0,-2,-3.8
O=C(c1cccc(NS(=O)(=O)c2ccccc2)c1)N1CCCC1,1,3,2,-24,-2,0,0,0,2,0.1
CN(C)c1nc(N(C)C)nc(N(C)C)n1,15,-8,-6,-9,-2,-3,-13,x,-4,0.1
Cc1cc(O)c(-c2cc(C(=O)Nc3sc4c(c3C(=O)NCc3ccco3)CCC4)[nH]n2)cc1C,-30,-13,-10,x,-1,-2,3,0,9,-7.1
COC(=O)C1C(=O)c2c(C)noc2CC1(C)C (centres undefined),-4,2,-2,-18,2,0,13,2,2,-2.2
CC(C)CN(C(=O)c1ccc(=O)n(C)n1)c1c(N)n(Cc2ccccc2)c(=O)[nH]c1=O,-8,-5,-1,-20,-2,-1,7,-1,0,0.4
CCC(Sc1nc2ncnc(N)c2[nH]1)C(=O)O (centres undefined),5,-7,3,-14,8,0,-5,0,-2,3.4
COc1ccc(NC(=S)NCC2CCCO2)c(C)c1 (centres undefined),22,-12,-8,7,0,0,1,0,0,-1.1
CCCCCOc1ccc(Cn2ccnc2)cc1[N+](=O)[O-],5,-1,-3,-3,-3,21,16,1,-2,1.4
O=C1NC(=O)c2c(NC(=O)C3CCCO3)cccc21 (centres undefined),-26,1,-1,-14,3,-4,17,-3,11,6.9

# A different layout for 4 compounds above.
Cc1cc(O)c(-c2cc(C(=O)Nc3sc4c(c3C(=O)NCc3ccco3)CCC4)[nH]n2)cc1C
  HTR5A inv ctr = -30 | PvdQ inh = -13 | dFosB activator = -10 | SR-BI DiI inh = x | V-ATPase pH = -1 | Wnt bcat act = -2 | MITF act = 3 | NSD2 inh = 0 | HTR5A ag ctr = 9 | CDK5 inh = -7.1
COC(=O)C1C(=O)c2c(C)noc2CC1(C)C (centres undefined)
  HTR5A inv ctr = -4 | PvdQ inh = 2 | dFosB activator = -2 | SR-BI DiI inh = -18 | V-ATPase pH = 2 | Wnt bcat act = 0 | MITF act = 13 | NSD2 inh = 2 | HTR5A ag ctr = 2 | CDK5 inh = -2.2
CC(C)CN(C(=O)c1ccc(=O)n(C)n1)c1c(N)n(Cc2ccccc2)c(=O)[nH]c1=O
  HTR5A inv ctr = -8 | PvdQ inh = -5 | dFosB activator = -1 | SR-BI DiI inh = -20 | V-ATPase pH = -2 | Wnt bcat act = -1 | MITF act = 7 | NSD2 inh = -1 | HTR5A ag ctr = 0 | CDK5 inh = 0.4
CCC(Sc1nc2ncnc(N)c2[nH]1)C(=O)O (centres undefined)
  HTR5A inv ctr = 5 | PvdQ inh = -7 | dFosB activator = 3 | SR-BI DiI inh = -14 | V-ATPase pH = 8 | Wnt bcat act = 0 | MITF act = -5 | NSD2 inh = 0 | HTR5A ag ctr = -2 | CDK5 inh = 3.4

# Next part:
SMILES,HTR5A inv ctr,PvdQ inh,dFosB activator,SR-BI DiI inh,V-ATPase pH,Wnt bcat act,MITF act,NSD2 inh,HTR5A ag ctr,CDK5 inh
N#Cc1c(N)nc(SCc2ccccc2)c(C#N)c1-c1ccco1,11,-10,-28,16,-5,-2,-2,x,3,-1.2
COc1ccc(NC(=O)CSc2nnc(Cn3c(=O)sc4ccccc43)n2C)cc1,-5,-7,11,16,-3,-2,1,x,2,-1.3
COc1nc(NCCN2CCOCC2)nc(Nc2ccccc2)n1,15,-25,5,-9,2,x,21,1,-6,-0.3
CC(=O)c1cc(-c2ccccc2)n(CC(=O)NCc2cccs2)c1C,5,-14,3,-3,4,x,-4,-2,-2,1.7
CCOC(=O)c1ccc(N2C(=O)C(CC(=O)NC)N(CCc3ccc(OC)c(OC)c3)C2=S)cc1 (centres undefined),-1,-4&-3,-2,34&59,1,-1,2,-1,0,-0.2
CCOC(=O)N/N=C\c1ccc(OC/C=C/c2ccccc2)c(OC)c1,5,-14,-17,16,-1,5,23,-2,2,-0.8
C[C@H](NC(=O)c1nc[nH]c1C(=O)NCC(=O)OC(C)(C)C)C(=O)OCc1ccccc1,17,-4,-1,-13,-4,-2,0,x,-6,-0.9
Cc1ccccc1CN1[C@@H](Cc2ccccc2)COCCS1(=O)=O,0,5,-2,-13,12,-2,9,x,4,1.0
O=C(CSc1nnc(-c2ccccc2)n1-c1ccc(Cl)cc1)N/N=C/c1ccccc1C(=O)O,-15,-13,-2,x,3,-3,0,-3,12*,1.0
Cc1cc(C)n2nc(C(=O)N/N=C/c3cn(C)nc3C)nc2n1,-20,-3,-4,-31,6,0,-9,-2,-2,0.5
O=C(COc1ncnc2ccc(Br)cc12)NCc1ccc2c(c1)OCO2,0,6,11,x,0,x,-3,-1,5,-1.0
CC(=Nc1ccccc1C)C1=C(O)CSC1=O,-14,3,-8,-3,6,-1,0,-1,-1,-1.3
CC(C)[C@H](NC(=O)N1CCn2c1nc1ccccc12)C(=O)NCCc1ccccc1,x,-24,-15,5,2,-2,-1,0,x,1.8
CCOC(=O)c1ccccc1NC(=O)N1CCn2c(C)ccc2C1CC (centres undefined),-13,-12,-12,24,13,x,12,-11,5,-1.1
NC(=O)N/N=C/c1sc(=O)n(-c2ccccc2)c1Cl,-10,-8,1,-3,-4,-4,12,-5,4,-1.0
Cc1cc(C)cc(OCC(=O)OCC(=O)c2c(N)n(C)c(=O)n(C)c2=O)c1,7,-3,-14,-41,-1,x,1,0,-3,0.6
O=C(COc1ccc2cc(-c3ccccc3)c(=O)oc2c1)NCC1CCC(C(=O)O)CC1 (centres undefined),3,-125,-5,-7,2,-1,9,x,-2,-2.3
CC1CCCC(C)N1/N=C/c1ccc([N+](=O)[O-])cc1 (centres undefined),1,-1,2,10,4,6,15,7,0,0.5
Cc1ccc(NC(=O)Cn2nnc(C(=O)NCc3ccc(Cl)cc3)c2N)cc1F,-5,-14,77*,-15,-2,-2,-2,1,1,0.9
NC(=O)Nc1ccccc1C(=O)Nc1ccc2ccccc2c1,15,9,-7,2,0,17,-6,1,-4,1.1

# A draw from above in order of formula weight, rising.
SMILES,HTR5A inv ctr,PvdQ inh,dFosB activator,SR-BI DiI inh,V-ATPase pH,Wnt bcat act,MITF act,NSD2 inh,HTR5A ag ctr,CDK5 inh
NC(=O)Nc1ccccc1C(=O)Nc1ccc2ccccc2c1,15,9,-7,2,0,17,-6,1,-4,1.1
N#Cc1c(N)nc(SCc2ccccc2)c(C#N)c1-c1ccco1,11,-10,-28,16,-5,-2,-2,x,3,-1.2
O=C(COc1ccc2cc(-c3ccccc3)c(=O)oc2c1)NCC1CCC(C(=O)O)CC1 (centres undefined),3,-125,-5,-7,2,-1,9,x,-2,-2.3

# (cont.)
SMILES,HTR5A inv ctr,PvdQ inh,dFosB activator,SR-BI DiI inh,V-ATPase pH,Wnt bcat act,MITF act,NSD2 inh,HTR5A ag ctr,CDK5 inh
O=C(CCCn1c(=O)[nH]c2ccccc2c1=O)NC1CCCCCC1,5,-1,-6,-7,-1,-3,4,8,5,1.6
COc1ccc(N2CCN(C(=O)COC(=O)c3c(-c4ccccc4)noc3C)CC2)cc1,-3,-22,-1,15,-4,-2,x,1,1,-5.2
COc1cccc(Nc2ncnc3nc[nH]c23)c1,-15,-21,2,-13,-7,9,x,x,5,14
CCCCCC[C@@H]([C@@H](C)O)n1cnc2c(N)ncnc21,-7,-11,3,-15,-2,3,13,x,5,-0.5
COc1ccc(C(=O)c2c(C)oc3ccc(O)cc23)cc1,-8,4,0,17,-2,1,14,24,2,0.6
CCOC(=O)c1c(NC(=O)c2c(C(=O)O)cccc2[N+](=O)[O-])sc2c1CCCC2,3,-7,-8,-59,-3,2,1,8,-1,-0.6
CC(=O)Nc1cccc(C(=O)O)n1,-7,-8,1,-15,-2,-2,2,-4,3,0.2
O=C(O)C1CCCCC1C(=O)Nc1ccc2c(c1)OCO2 (centres undefined),-3,-8,-3,5,-1,2,4,-2,-3,-0.2
CCC(C)C(=O)Nc1nc(C)c(-c2csc(Nc3ccccc3OC)n2)s1 (centres undefined),-3,-8,-9,78*,-2,-6,1,x,1,0.2
O=C1CC(N2CCN(C3CCc4ccccc4C3)CC2)C(=O)N1c1ccccc1 (centres undefined),22,-2,-2,-24,-1,x,9,5,1,0.2
C=CCn1c(SCC(=O)NC2CC2)nnc1-c1cccc(OC)c1,-16,-11,3,-17,0,4,4,-2,0,0.7
C=CCN(CC=C)S(=O)(=O)c1ccc(C(=O)Nc2nc3c(s2)CCc2ccccc2-3)cc1,-11,-6,-6,56,-5,-6,-11,-1,0,-0.9
COc1ccc(CN(C)C(=O)c2ccc3c(=O)n4c(nc3c2)CCC4)c(OC)c1,-7,1,-5,-8,3,-5,-1,1,1,0.7
CCCCCCCCOC(=O)C[N+](C)(C)C/C=C(/C)Cl,6,-8,2,-28,0,x,7,0,-3,0.5
CS(=O)(=O)c1ccc(Cl)c(NC(=O)COC(=O)c2ncc(Cl)c(Cl)c2Cl)c1,4,5,u,-25,5,0,-1,-2,-5,-2.0
COc1cc(=O)n(C)c2c(OCC(O)C(C)(C)O)cccc12 (centres undefined),-30,-7,-2,7,1,-1,7,x,-3,-0.8
CCS(=O)(=O)N1CCN(C(=O)c2cccc3ccccc23)CC1,-18,8,1,-17,-1,2,0,2,1,1.3
O=C(Nc1nc2c(Cl)cccc2s1)C1CC1,-7,-11,-9,-28,-2,1,-1,-10,2,x
COC(=O)C(C)n1cnc2c(nnn2-c2cccc(Cl)c2)c1=O (centres undefined),9,6,-4,-18,17*,2,-4,x,5,0.5
